hDAT+cocaine = changed human dopamine transporter uptake under cocaine IC80; LLC-PK1 hDAT cells, [14C]-dopamine uptake with cocaine IC80; actives deviate in either direction; B-score at 10 µM; 110,000 compounds, 1.3% hits; AID 449768;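 active means Z score or B-score, a plate-position-corrected score, falls beyond the plate's 99.7% confidence bounds, in either direction; inactive means both scores lie inside the 99.7% bounds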;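 further: scored against the spread of the other compound wells on the same plate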
Target sequence (Q01959 whole entry, looked up): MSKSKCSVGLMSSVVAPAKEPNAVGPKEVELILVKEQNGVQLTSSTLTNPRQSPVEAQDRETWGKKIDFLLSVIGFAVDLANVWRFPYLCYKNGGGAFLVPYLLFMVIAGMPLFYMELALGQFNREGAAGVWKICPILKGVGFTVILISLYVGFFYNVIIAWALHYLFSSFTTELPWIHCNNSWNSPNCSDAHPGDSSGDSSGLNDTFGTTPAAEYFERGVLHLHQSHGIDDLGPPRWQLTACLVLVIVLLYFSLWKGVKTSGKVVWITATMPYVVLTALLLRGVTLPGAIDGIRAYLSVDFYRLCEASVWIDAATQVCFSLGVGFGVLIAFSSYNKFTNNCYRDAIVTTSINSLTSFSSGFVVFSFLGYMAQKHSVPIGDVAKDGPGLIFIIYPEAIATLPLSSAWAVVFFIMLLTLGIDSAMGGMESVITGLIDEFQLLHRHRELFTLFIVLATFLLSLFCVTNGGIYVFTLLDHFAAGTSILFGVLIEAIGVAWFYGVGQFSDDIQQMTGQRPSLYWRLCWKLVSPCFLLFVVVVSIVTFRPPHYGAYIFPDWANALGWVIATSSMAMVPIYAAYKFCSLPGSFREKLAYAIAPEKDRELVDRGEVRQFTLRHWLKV
Calb biofilm kill = kills Candida albicans biofilms; 85,000 compounds, 0.14% hits; C. albicans biofilm + clotrimazole, Alamar Blue; inhibition, % at 6 µM;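 active means inhibition above 20%; inactive means inhibition below 20%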;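 further: preformed 24 hr biofilms exposed to compound for 48 hr; 0% = biofilm without compound and 100% = blank killed by clotrimazole plus chlorhexidine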
HUVEC tox TNFa = toxic to HUVEC cells under TNF alpha stimulation | cell count reduction, % at 2 µM | 93,000 compounds, 0.17% hits | AID 848 | HUVEC TNFalpha-stimulated, Hoechst cell count, imaging;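 active means cell count reduction exceeding the screen mean by over 5 SD, scaled to untreated wells per plate, cut at about 78% in these data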;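 further: cells counted after 24 h of TNF alpha exposure following the 1 h pretreatment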
MT1-MMP txn act = activates MT1-MMP transcription | HT1080 MT1-MMP promoter luciferase reporter, luminescence, overnight; stronger effect = higher value | activation factor at 10 µM | 86,000 compounds, 0.16% hits | AID 750;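 active means activation factor of at least 2 for MT1-MMP transcription at 10 µM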
IL1B cytotox = toxic to HUVEC cells under IL-1B stimulation. HUVEC cell count loss, Hoechst imaging, IL-1B stimulated. cell count reduction, % at 2 µM. 94,000 compounds, 0.41% hits;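 active means cell count reduction more than 3 SD above the screen-wide mean, cut at about 70% in these data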;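 further: normalized per plate to untreated control cells as the no-loss baseline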
F-actin modifier = cytoskeleton assembly modification. 91,000 compounds, 0.18% hits. HUVEC TNFa F-actin phalloidin imaging, high content. AID 836. inhibition, % at 2 µM;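 active means inhibition above the batch mean plus 3 SD and confirmed as a hit by visual image inspection, cut at about 30% in these data, passing the limit was not always enough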; further: strong numbers were not always called active
VCAM1 TNFa inh = reduces TNF alpha induced VCAM1 expression in HUVEC | inhibition, % at 2 µM | 95,000 compounds, 0.48% hits | HUVEC TNFa-induced VCAM-1 immunofluorescence, high-content imaging;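 active means inhibition above the batch mean plus 3 SD, with images confirmed as a hit by eye, cut at about 37% in these data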;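 further: 0% = TNF-stimulated DMSO wells and 100% = unstimulated control wells; not every result past the cut was called active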
PTPN22 inh 2 = LYP (human) phosphatase inhibition. 96,000 compounds, 0.21% hits. inhibition, % at 2 µM. Q9Y2R2. recombinant LYP catalytic domain, DiFMUP fluorescence;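 active means inhibition at 2 µM at or above a set limit, the screen mean plus 3 SD, cut at about 24% in these data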;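 further: 0% = DMSO with enzyme and 100% = enzyme fully blocked by orthovanadate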
Smad3 FoxH1 inh = inhibitors of human Smad3 transcription factor binding; inhibition, % at 25 µM; TR-FRET Smad3/Dy647-FoxH1 peptide binding, europium anti-His; P84022; AID 630; 88,000 compounds, 0.29% hits;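 active means compounds that reduce the energy-transfer binding signal between the protein and its labelled peptide by more than half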;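 further: 0% = Smad3 plus labelled peptide maximal FRET and 100% = peptide-only background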
Target sequence (P84022 whole entry, looked up): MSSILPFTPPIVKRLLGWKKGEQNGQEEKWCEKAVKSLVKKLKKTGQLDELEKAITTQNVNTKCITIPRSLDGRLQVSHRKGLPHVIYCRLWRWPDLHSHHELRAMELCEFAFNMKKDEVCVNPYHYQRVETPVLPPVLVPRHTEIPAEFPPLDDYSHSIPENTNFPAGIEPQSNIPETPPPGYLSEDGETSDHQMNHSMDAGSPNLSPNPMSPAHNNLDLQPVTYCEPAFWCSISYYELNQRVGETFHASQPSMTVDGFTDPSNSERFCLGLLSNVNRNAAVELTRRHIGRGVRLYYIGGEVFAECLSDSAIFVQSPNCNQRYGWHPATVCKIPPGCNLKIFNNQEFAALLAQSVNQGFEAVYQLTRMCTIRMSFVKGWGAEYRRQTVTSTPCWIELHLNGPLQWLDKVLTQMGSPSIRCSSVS
* = called active by the depositor; . = no result given; [ ] = remark or other dose. Some of the compounds tested. The share of hits here may be higher or lower than overall.

# | structure | hDAT+cocaine | Calb biofilm kill | HUVEC tox TNFa | MT1-MMP txn act | IL1B cytotox
1 | Cc1ccc(-n2c(C)cc(/C=N/NC(=O)c3ccncc3)c2C)c(C)c1 | 0.37 | . | -15 | . | 20
2 | O=C(CSc1ccccc1)Nc1ccccc1C(=O)O | -0.029 | 2 | 11 | 1.1 | 16
3 | Cc1ccc2nc(SCC(=O)Nc3c(C)n(C)n(-c4ccccc4)c3=O)[nH]c2c1 | -0.44 | -3 | -23 | 1.6 | 15
4 | O=C(Nc1cccnc1)c1ccc(Oc2ccccc2)cc1 | 0.37 | -5 | -9 | 0.8 | 6
5 | C=CCN1C(=O)CSc2ccc(C(=O)OCC)cc21 | 0.46 | . | 7 | 1 | 10
6 | O=C(Cn1c(=O)oc2ccccc21)N(Cc1ccccc1)C1CCS(=O)(=O)C1 (stereo unspecified) | -1.1 | 2 | -17 | 1 | -3
7 | C1CCC(C23CC4CC(CC(C4)C2)C3)NC1 (stereo unspecified) | -0.2 | 3 | -2 | 1.2 | -32
8 | CC1CCCN(C(=O)c2cc3c(-c4ccc(Cl)cc4)nn(C)c3s2)C1 (stereo unspecified) | -0.045 | 8 | -8 | 1.2 | 0
9 | COc1cc(NC(=O)CN2C(=O)NC(C)(CC(C)C)C2=O)cc(OC)c1 (stereo unspecified) | 0.6 | . | -41 | 1.1 | -64
10 | O=C(NCc1ccco1)c1cnc2sccn2c1=O | -0.96 | 2 | -23 | . | -2
11 | CCCc1nc(NCc2ccc3c(c2)OCO3)c2nnn(Cc3ccccc3Cl)c2n1 | 0.025 | 8 | -26 | 1.1 | -30
12 | COc1ccc(-c2cc(-c3cc(F)ccc3O)[nH]n2)cc1OC | -1.1 | 8 | -28 | 2.3* | -14
13 | COc1ccc(N2CCN(Cc3nc4c(c(=O)n(C)c(=O)n4C)n3C(C)C(C)=O)CC2)cc1 (stereo unspecified) | 0.28 | 2 | -16 | 1.1 | -4
14 | CC1(C)CC(=O)C2=C(C1)N=C1c3ccccc3C(=O)C1C2c1ccc(Cl)cc1 (stereo unspecified) | 1.1 | . | -18 | . | -32
15 | CCn1c(/N=C/c2c[nH]c3ccccc23)nc2ccccc21 | 0.27 | 0 | -15 | 1.1 | -9

# | F-actin modifier | VCAM1 TNFa inh | PTPN22 inh 2 | Smad3 FoxH1 inh
1 | -29 | -1 | 9 | .
2 | -1 | -14 | 5 | -16
3 | 19 | -21 | -5 | 0
4 | 34 | 2 | 13 | 5
5 | -37 | -4 | -4 | .
6 | -23 | -9 | -23 | 0
7 | 2 | 6 | -12 | 9
8 | -11 | 16 | 9 | 6
9 | 43 | 93* | 0 | .
10 | 6 | 1 | 0 | 2
11 | 3 | 14 | 2 | 4[fluorescence artefact?]
12 | 0 | -25 | -6 | -6
13 | 16 | 3 | 8 | 21[fluorescence artefact?]
14 | 23 | -18 | -15 | .
15 | -36 | 12 | -12 | 4

Continuation.
# | structure | hDAT+cocaine | Calb biofilm kill | HUVEC tox TNFa | MT1-MMP txn act | IL1B cytotox
16 | CCN(C(=O)c1cc2ccccc2oc1=O)c1ccccc1 | -1.4 | -3 | 10 | 1.6 | 4
17 | Cc1ccccc1CS(=O)(=O)CCC(=O)NCCCN1CCN(c2ccccc2F)CC1 | -0.76 | 2 | -2 | 1.1 | 31
18 | COCc1nnc(NC(=O)c2cccs2)s1 | . | 2 | -37 | . | -3
19 | CCCCc1ccc(NC(=O)c2c(C)noc2C)cc1 | 1.6 | 8 | -7 | 1.3 | -27
20 | CCOc1ccc(NC(=O)C(C)Sc2nnc(C)n2C)cc1 (stereo unspecified) | -0.55 | -11 | -9 | 1 | -26
21 | CC(C)CCNC(=O)COc1ccc2c3c(c(=O)oc2c1)CCC3 | -0.28 | 6 | -20 | 0.8 | 11
22 | O=C(NCSc1ccnc(SCNC(=O)c2ccccc2)n1)c1ccccc1 | -0.27 | 9 | -16 | 1.2 | -7
23 | CCc1c(C)nc2ncnn2c1NCCc1ccccc1 | 0.1 | 4 | -45 | 1.1 | -29
24 | CN(C)CCC(=O)c1ccc2c(c1)OCO2 | 0.17 | 4 | 6 | 1.1 | -41
25 | Cc1nnsc1NC(=O)OCC(C)(C)C | -0.043 | 11 | -8 | 1.1 | -21
26 | O=C(CCc1nc(-c2ccccc2F)no1)NCCN1CCN(Cc2ccccc2)CC1 | 1 | -6 | -22 | 1.1 | 8
27 | N#Cc1cc(N)ccc1Sc1ccccc1 | -0.025 | . | 1 | . | 23
28 | Cc1sc(NC(=O)c2ccco2)c(C(c2cccnc2)N2CCN(C)CC2)c1C (stereo unspecified) | 1.2 | 8 | 3 | 1.1 | 8
29 | O=C(N/N=C/c1ccco1)c1cc(-c2cccc3ccccc23)n[nH]1 | 0.1 | 2 | -12 | 1.2 | -16
30 | O=C1CC(=O)N(CCc2ccccc2)C(=O)N1CCc1ccccc1 | 0.36 | -2 | -45 | 1.1 | -2

# | F-actin modifier | VCAM1 TNFa inh | PTPN22 inh 2 | Smad3 FoxH1 inh
16 | -1 | 14 | -1 | -10
17 | -10 | -9 | -23 | -5
18 | 38 | 16 | 0 | 4[fluorescence artefact?]
19 | -10 | 2 | 1 | 0
20 | 3 | -5 | -20 | 0
21 | 10 | -7 | -4 | 16
22 | 2 | -3 | -4 | -5[fluorescence artefact?]
23 | 42 | 7 | -1 | 0
24 | -40 | 24 | 8 | -1
25 | 19 | 7 | 6 | -2
26 | 0 | 15 | 0 | -7
27 | 19 | 13 | -2 | .
28 | 21 | 10 | -6 | 0
29 | 2 | 14 | 1 | 7
30 | 0 | -2 | -15 | 15

Continued.
# | structure | hDAT+cocaine | Calb biofilm kill | HUVEC tox TNFa | MT1-MMP txn act | IL1B cytotox
31 | CN(CC(=O)O)Cc1nc2ccccc2[nH]1 | 0.48 | . | -13 | . | -21
32 | C=CCOc1ccc2ccccc2c1CNCCCN1CCOCC1 | . | . | -7 | . | 4
33 | O=C(O)c1ccc(NC(=O)C2C3CCC(C3)C2C(=O)O)cc1 (stereo unspecified) | -0.74 | 8 | 1 | 1.2 | -8
34 | COc1ccc(N2C(=O)C(Cl)=C(N3CCCC(C)C3)C2=O)cc1 (stereo unspecified) | -0.61 | 2 | -9 | 1.2 | 13
35 | CCC(NC(=O)Nc1ccc(O)cc1)(C(F)(F)F)C(F)(F)F | -0.16 | 5 | -1 | 1.1 | -7
36 | Cc1cccc(N2CCN(C(=O)c3ccc4ncsc4c3)CC2)c1C | 2.5* | . | -4 | . | -15
37 | Cc1ccc(-c2nn(-c3cc(Cl)ccc3[N+](=O)[O-])c(=O)c3ccccc23)cc1C | -1.6 | . | -5 | . | -10
38 | Cc1cc(C)n(-c2nc(C)nc3c2cnn3-c2ccccc2)n1 | . | 9 | -3 | 1.3 | 1
39 | Cc1ccc(-c2nnn(CC(=O)N(CC(=O)NCC3CCCO3)c3ccccc3)n2)o1 (stereo unspecified) | 0.14 | 0 | -1 | 1 | -58
40 | COC(=O)c1ccc(NC(=O)CSc2nc(C)cc(=O)[nH]2)cc1 | 0.54 | -3 | -45 | 1.2 | -18
41 | O=C1Nc2ccc(F)cc2C12Nc1ccccc1-c1nnc(SCc3ccccc3)nc1O2 (stereo unspecified) | -0.077 | . | -4 | . | 0
42 | Cc1nn2c3ccccc3n(C)c2nc1=O | -0.17 | 9 | -26 | 1.3 | -6
43 | O=C(C1CCC1)N1CCN(Cc2ccccc2)CC1 | -0.19 | -3 | 7 | 1.1 | 17
44 | COc1ccccc1C(=O)n1nc(-c2ccco2)nc1N | . | 7 | -18 | 1.3 | -3
45 | O=C1C2CC=CCC2C(=O)N1c1n[nH]c(Cc2ccccc2)n1 (stereo unspecified) | -0.33 | 10 | 2 | 1.1 | -200

# | F-actin modifier | VCAM1 TNFa inh | PTPN22 inh 2 | Smad3 FoxH1 inh
31 | -16 | 1 | -5 | .
32 | 20 | -1 | 6 | .
33 | 6 | -7 | 3 | -6
34 | -16 | -2 | -6 | 2
35 | 3 | 5 | 4 | 2
36 | -12 | 26 | -13 | .
37 | 6 | -18 | 6 | .
38 | -3 | 19 | 1 | -2
39 | -3 | 13 | -6 | 4
40 | 22 | 8 | 1 | 10
41 | -2 | 11 | 1 | .
42 | -6 | 9 | 2 | 8
43 | 24 | 10 | -6 | -3
44 | 9 | 0 | 6 | 14
45 | -2 | 4 | -2 | 1

Rewritten with bars between the fields: part of the list above
cpd | Molecule | hDAT+cocaine | Calb biofilm kill | HUVEC tox TNFa | MT1-MMP txn act | IL1B cytotox | F-actin modifier | VCAM1 TNFa inh | PTPN22 inh 2 | Smad3 FoxH1 inh
34 | COc1ccc(N2C(=O)C(Cl)=C(N3CCCC(C)C3)C2=O)cc1 (stereo unspecified) | -0.61 | 2 | -9 | 1.2 | 13 | -16 | -2 | -6 | 2
35 | CCC(NC(=O)Nc1ccc(O)cc1)(C(F)(F)F)C(F)(F)F | -0.16 | 5 | -1 | 1.1 | -7 | 3 | 5 | 4 | 2
36 | Cc1cccc(N2CCN(C(=O)c3ccc4ncsc4c3)CC2)c1C | 2.5* | . | -4 | . | -15 | -12 | 26 | -13 | .
37 | Cc1ccc(-c2nn(-c3cc(Cl)ccc3[N+](=O)[O-])c(=O)c3ccccc23)cc1C | -1.6 | . | -5 | . | -10 | 6 | -18 | 6 | .
38 | Cc1cc(C)n(-c2nc(C)nc3c2cnn3-c2ccccc2)n1 | . | 9 | -3 | 1.3 | 1 | -3 | 19 | 1 | -2
39 | Cc1ccc(-c2nnn(CC(=O)N(CC(=O)NCC3CCCO3)c3ccccc3)n2)o1 (stereo unspecified) | 0.14 | 0 | -1 | 1 | -58 | -3 | 13 | -6 | 4
40 | COC(=O)c1ccc(NC(=O)CSc2nc(C)cc(=O)[nH]2)cc1 | 0.54 | -3 | -45 | 1.2 | -18 | 22 | 8 | 1 | 10
41 | O=C1Nc2ccc(F)cc2C12Nc1ccccc1-c1nnc(SCc3ccccc3)nc1O2 (stereo unspecified) | -0.077 | . | -4 | . | 0 | -2 | 11 | 1 | .
42 | Cc1nn2c3ccccc3n(C)c2nc1=O | -0.17 | 9 | -26 | 1.3 | -6 | -6 | 9 | 2 | 8
43 | O=C(C1CCC1)N1CCN(Cc2ccccc2)CC1 | -0.19 | -3 | 7 | 1.1 | 17 | 24 | 10 | -6 | -3
44 | COc1ccccc1C(=O)n1nc(-c2ccco2)nc1N | . | 7 | -18 | 1.3 | -3 | 9 | 0 | 6 | 14
45 | O=C1C2CC=CCC2C(=O)N1c1n[nH]c(Cc2ccccc2)n1 (stereo unspecified) | -0.33 | 10 | 2 | 1.1 | -200 | -2 | 4 | -2 | 1

Continued.
# | structure | hDAT+cocaine | Calb biofilm kill | HUVEC tox TNFa | MT1-MMP txn act | IL1B cytotox
46 | COC(=O)c1ccc(Oc2nc(NC(C)C)nc(N(C)C)n2)cc1 | -0.66 | 9 | -12 | 1.1 | -12
47 | CCS(=O)(=O)Nc1cccc(-c2nc3cccnc3s2)c1C | 0.012 | 9 | -12 | . | 12
48 | O=C(CSc1cn(Cc2ccccc2)c2ccccc12)Nc1nccs1 | -0.24 | 5 | -7 | . | -16
49 | c1ccc(Oc2nc3ccccc3n3cccc23)cc1 | -0.69 | . | 8 | . | 10
50 | OCC(CO)(CO)N=Cc1cc(Br)ccc1O | 1.1 | 6 | -14 | 1.1 | -8

# | F-actin modifier | VCAM1 TNFa inh | PTPN22 inh 2 | Smad3 FoxH1 inh
46 | 1 | -28 | -14 | 8
47 | 4 | 9 | 4 | -11
48 | -3 | -2 | 6 | -5
49 | 1 | -9 | 1 | .
50 | 12 | 0 | -13 | -4[fluorescence artefact?]

Bioassay records as filed in PubChem BioAssay.
